D1 ag = Allosteric Agonists of the Human D1 Dopamine Receptor: qHTS; D(1A) dopamine receptor (Homo sapiens), P21728; HEK293 T-REx D1 cells, calcium flux, agonist mode; activation, % at 2 µM; 360,000 compounds, 1% hits; AID 504660, 2011; in the data active = activation above about 30%; also: 0% is about no effect
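Agonism was scored from calcium flux recorded over 180 s (1 read/s) after pintool compound addition, following a 10-cycle baseline. Cells were inducible force-coupled HEK293 TREx D1, plated overnight at 30 C and loaded with no-wash calcium dye.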
TRHR PAM = qHTS for Small Molecule Agonists and Allosteric Enhancers of Human TRH Receptor: Primary Screen for Enhancers | Thyrotropin-releasing hormone receptor (Homo sapiens), P34981 | TRHR cells, fluo-8 calcium fluorescence, EC20 TRH enhancement | enhancement, % at 2 µM | 360,000 compounds, 0.66% hits; in the data active = enhancement above about 30%; also: 0% is about no effect
Target sequence (P34981 whole entry, looked up): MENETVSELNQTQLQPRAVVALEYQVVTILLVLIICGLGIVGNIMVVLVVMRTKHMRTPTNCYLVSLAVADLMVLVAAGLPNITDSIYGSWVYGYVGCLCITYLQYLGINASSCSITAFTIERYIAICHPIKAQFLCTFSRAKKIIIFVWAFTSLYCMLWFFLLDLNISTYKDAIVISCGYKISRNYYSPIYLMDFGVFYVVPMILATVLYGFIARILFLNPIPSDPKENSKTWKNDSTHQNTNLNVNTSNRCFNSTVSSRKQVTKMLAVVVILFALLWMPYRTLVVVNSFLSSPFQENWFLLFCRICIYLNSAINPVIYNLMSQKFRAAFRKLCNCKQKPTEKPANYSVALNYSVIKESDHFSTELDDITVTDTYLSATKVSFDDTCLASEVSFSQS
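TRHR-expressing cells loaded with fluo-8 calcium dye were read kinetically (ex 480/em 530) during compound addition, then stimulated with an EC20 of TRH (10 nM final). Enhancement of the Gq-mediated intracellular calcium response was scored.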
D1 PAM = Potentiators of Human D1 Dopamine Receptor: qHTS | D(1A) dopamine receptor (Homo sapiens), P21728 | potentiation, % at 10 µM | 360,000 compounds, 0.036% hits | HEK293 TREx D1 cells, calcium flux, dopamine EC20 potentiation; in the data active = potentiation above about 30%; also: 0% is about no effect
D1 antagonist = Antagonist of Human D 1 Dopamine Receptor: qHTS | D(1A) dopamine receptor (Homo sapiens), P21728 | HEK293 TREx D1 cells, calcium flux, dopamine EC80; stronger effect = lower value | activity change, negative = inhibition, % at 10 µM | 360,000 compounds, 3.2% hits | AID 504652, 2011; in the data active = activity change below about -30%; also: % is scaled to controls: 0 for no effect and ±100 for the full control effect
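Calcium flux readout: force-coupled, inducible Hek293 Trex D1 line, cells induced overnight at 30 C with tetracycline, dye-loaded 30–90 min at RT. Antagonism scored against EC80 dopamine challenge given 180 s after compound.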
RXFP1 ag = qHTS Assay for Agonists of the Relaxin Receptor RXFP1; HEK293T-RXFP1 cAMP TR-FRET, 30 min; response scale: percent of porcine relaxin response, buffer zero; Potency, µM (doses to about 57.5 µM), for inactives: at the highest dose activation, actives largely listed as activators; Relaxin receptor 1 (Homo sapiens), Q9HBX9; 370,000 compounds, 0.3% hits; active = well fitted activation curve with a large enough effect; also: potency is read from the fitted curve at half-maximal effect; % is scaled to controls: 0 for no effect and ±100 for the full control effect; nearly all actives have a fitted effect of over 60% in size; many of its hits are not listed in these tables
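Agonist response is measured as cAMP accumulation in an RXFP1-transfected HEK293T line under PDE4 inhibition. Values are scaled between buffer-only and 29 nM porcine relaxin, and EC50s come from standard Hill equation fits.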
D2 ag = HTS Assay for Allosteric Agonists of the Human D2 Dopamine Receptor: Primary Screen for Agonists; D(2) dopamine receptor (Homo sapiens), P14416; HEK293 T-REx D2 cells, calcium flux agonist mode; activation, % at 2 µM; 340,000 compounds, 0.53% hits; AID 485358, 2010;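 active = activation over 3 SD above normal in the single-dose calcium agonist read, cut at about 30% in these data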; also: 0% is about no effect
Target sequence (P14416 whole entry, looked up): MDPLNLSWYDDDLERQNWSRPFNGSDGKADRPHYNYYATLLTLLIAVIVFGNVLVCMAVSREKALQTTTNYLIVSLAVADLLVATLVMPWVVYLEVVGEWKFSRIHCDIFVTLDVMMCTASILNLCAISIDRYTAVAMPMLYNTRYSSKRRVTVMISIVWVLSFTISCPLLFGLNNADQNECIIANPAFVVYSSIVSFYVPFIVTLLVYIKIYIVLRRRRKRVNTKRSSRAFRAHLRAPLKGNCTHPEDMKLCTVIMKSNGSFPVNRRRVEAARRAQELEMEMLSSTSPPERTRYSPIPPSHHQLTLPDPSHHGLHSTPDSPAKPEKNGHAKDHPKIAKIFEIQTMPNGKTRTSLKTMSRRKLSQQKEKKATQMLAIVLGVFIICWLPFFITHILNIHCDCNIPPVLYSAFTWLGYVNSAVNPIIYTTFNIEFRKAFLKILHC
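In this primary screen, compounds producing a positive calcium signal within 180 s of addition to tetracycline-induced, force-coupled HEK293 Trex D2 cells are flagged; cells are dye-loaded with a no-wash calcium kit beforehand.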
D2 potentiator = HTS Assay for Positive Allosteric Modulators of the Human D2 Dopamine Receptor: Primary Screen for Potentiators; HEK293 T-REx D2, calcium flux, EC20 dopamine potentiation; potentiation, % at 10 µM; 340,000 compounds, 0.34% hits; D(2) dopamine receptor (Homo sapiens), P14416;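 active = potentiation over 3 SD above the plate norm, cut at about 30% in these data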; also: 0% is about no effect
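Using a no-wash calcium dye in inducible, force-coupled HEK293 Trex cells expressing D2, we tracked fluorescence each second for 180 s after compound, then for 180 s after EC20 dopamine to detect augmented signalling.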
D2 antag = HTS Assay for Allosteric Antagonists of the Human D2 Dopamine Receptor: Primary Screen for Antagonists; D(2) dopamine receptor (Homo sapiens), P14416; 340,000 compounds, 2% hits; AID 485344, 2010; inhibition, % at 10 µM; HEK293 TREx D2 cells, calcium flux, dopamine EC80; in the data active = inhibition above about 30%; also: 0% is about no effect
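In this primary screen, negative modulation is detected by tracking calcium flux after an EC80 dopamine challenge in inducible HEK293 T-REx D2 cells preexposed to test compound for 180 s.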
RXFP1 antag = qHTS Assay for Antagonists of the Relaxin Receptor RXFP1 | HEK293-RXFP1, relaxin-stimulated cAMP HTRF, 30 min; stronger effect = lower value | activity change, negative = inhibition, % at 57.5 µM | Relaxin receptor 1 (Homo sapiens), Q9HBX9 | 350,000 compounds, 0.59% hits;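 active = activity change of -60% or lower, but not beyond a set lower limit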; also: % is scaled to controls: 0 for no effect and ±100 for the full control effect
* marks the source's active call; other numbers are inactive results. The list is partial; the hit share may differ from the screen's.

Results for CCOC(=O)Cn1c(=O)oc2cc(S(=O)(=O)Nc3ccccc3F)ccc21 ?
D1 ag: 7.7; TRHR PAM: 8.6; D1 PAM: -3.2; D1 antagonist: 3.5; RXFP1 ag: 0.9%; D2 potentiator: 9.1; RXFP1 antag: -21.6

What do the screens show for `Cc1nnc(NC(=O)CCN2C(=O)/C(=C\c3ccccc3)SC2=S)s1`?
D1 ag: 4.8; TRHR PAM: -0.3; D1 PAM: -4.0; D1 antagonist: -10.3; RXFP1 ag: 3.1%; D2 ag: -0.9; D2 potentiator: 7.0; D2 antag: 6.5; RXFP1 antag: 4.1

How did CCN1C(=O)c2cccc3c(S(=O)(=O)N(C(=O)c4cccnc4)c4ccc(OC)cc4)ccc1c23 do in these assays?
D1 ag: 5.2; TRHR PAM: 7.2; D1 PAM: -8.4; D1 antagonist: -20.3; RXFP1 ag: -0.2%; D2 ag: 0.3; D2 potentiator: 9.1; D2 antag: -2.8; RXFP1 antag: 15.4

How did O=C(NC(=S)Nc1ccccc1[N+](=O)[O-])c1ccccc1 do in these assays?
D1 ag: 1.4; TRHR PAM: -5.6; D1 PAM: 0.6; D1 antagonist: -29.6; RXFP1 ag: 1.3%; D2 ag: -0.3; D2 potentiator: -1.2; D2 antag: 4.9; RXFP1 antag: -1.7

How did COc1ccccc1C(=O)n1nc(-c2cccnc2)nc1N do in these assays?
D1 ag: 1.2; TRHR PAM: -4.6; D1 PAM: -3.5; D1 antagonist: -28.2; RXFP1 ag: 0.2%; D2 ag: -0.4; D2 potentiator: -10.1; D2 antag: 5.4

How did CC(=O)c1ccc(NC(=O)CSc2c(C(C)C)cnc3c2c(=O)n(C)c(=O)n3C)cc1 do in these assays?
D1 ag: 0.5; TRHR PAM: 1.8; D1 PAM: 5.2; D1 antagonist: 1.9; RXFP1 ag: 0.7%; D2 ag: 0.9; D2 potentiator: 10.9; RXFP1 antag: 3.1

How did COc1cc(NC(=O)COc2ccc(-n3cnnn3)cc2)c(OC)cc1Cl do in these assays?
D1 ag: 5.3; TRHR PAM: 5.5; D1 PAM: 1.1; D1 antagonist: -2.6; RXFP1 ag: -0.7%; D2 ag: 0.5; D2 potentiator: -4.0; D2 antag: -1.0; RXFP1 antag: -3.8

How did O=C(O)c1ccc(Cl)c(S(=O)(=O)N2CCCC2)c1 do in these assays?
D1 ag: 0.6; TRHR PAM: 1.2; D1 PAM: -5.4; D1 antagonist: -16.0; RXFP1 ag: 1.8%; D2 ag: 0.2; D2 potentiator: -10.0; D2 antag: 1.6; RXFP1 antag: 2.2

Results for CCSc1ccc([C@@H]2[C@@H]3C(=O)N(CC)C(=O)[C@@H]3[C@]3(C(=O)OC)CCCCN23)cc1OC ?
D1 ag: 3.0; TRHR PAM: -2.8; D1 PAM: -3.4; D1 antagonist: -0.7; RXFP1 ag: 3.5%; D2 ag: 0.0; D2 potentiator: 12.6; D2 antag: 5.3

Results for CCc1nnc(NC(=O)C2CCN(C(=O)NC3CCCCC3)CC2)s1 ?
D1 ag: 2.5; TRHR PAM: -2.3; D1 PAM: 0.3; D1 antagonist: 25.6; RXFP1 ag: -5.5%; D2 ag: -0.1; D2 potentiator: -5.9; D2 antag: -0.7; RXFP1 antag: -16.8

What do the screens show for `COc1ccc(C2c3c(nc[nH]c3=O)Oc3nc[nH]c(=O)c32)cc1`?
D1 ag: 3.0; TRHR PAM: -0.3; D1 PAM: 1.9; D1 antagonist: -10.8; RXFP1 ag: 3.0%; D2 ag: 0.8; D2 potentiator: 4.7; D2 antag: 5.1

Results for COc1ccc(N2C(=O)CC(Sc3nc4ccccc4s3)C2=O)cc1OC (stereo not drawn) ?
D1 ag: 5.7; TRHR PAM: 1.8; D1 PAM: -2.6; D1 antagonist: -17.2; RXFP1 ag: -0.4%; D2 ag: 0.8; D2 potentiator: -15.2; D2 antag: -10.4; RXFP1 antag: 5.9

Overlap with the part before: two compounds; new compounds follow.
What do the screens show for `COc1ccc(C2c3c(nc[nH]c3=O)Oc3nc[nH]c(=O)c32)cc1`?
D1 ag: 3.0; TRHR PAM: -0.3; D1 PAM: 1.9; D1 antagonist: -10.8; RXFP1 ag: 3.0%; D2 ag: 0.8; D2 potentiator: 4.7; D2 antag: 5.1

Results for COc1ccc(N2C(=O)CC(Sc3nc4ccccc4s3)C2=O)cc1OC (stereo not drawn) ?
D1 ag: 5.7; TRHR PAM: 1.8; D1 PAM: -2.6; D1 antagonist: -17.2; RXFP1 ag: -0.4%; D2 ag: 0.8; D2 potentiator: -15.2; D2 antag: -10.4; RXFP1 antag: 5.9

How did CCOC(=O)[C@H]1[C@H]2COc3ccc(OC)cc3[C@@H]2N2C(=O)CN(CCc3c[nH]c4ccccc34)C(=O)[C@@]12C do in these assays?
D1 ag: 1.0; TRHR PAM: 21.8; D1 PAM: 4.5; RXFP1 ag: 1.8%; D2 ag: -0.4; D2 potentiator: -17.1; D2 antag: -6.2

How did O=C(Nc1c(C(=O)N2CCN(c3ccccn3)CC2)oc2ccccc12)c1ccc([N+](=O)[O-])cc1 do in these assays?
D1 ag: 1.2; TRHR PAM: -0.5; D1 PAM: -0.3; D1 antagonist: 0.9; RXFP1 ag: 2.5%; D2 ag: 0.1; D2 potentiator: 11.9; D2 antag: -5.6; RXFP1 antag: 0.0

How did CCOC(=O)N1CCN(c2c(F)cc3[nH]c(=S)[nH]c3c2Br)CC1 do in these assays?
D1 ag: 0.8; TRHR PAM: 6.4; D1 PAM: 2.1; D1 antagonist: 7.8; RXFP1 ag: 5.1%; D2 ag: 0.1; D2 potentiator: 3.8; D2 antag: 3.6; RXFP1 antag: -64.6*

Results for O=C(CCNC(=O)c1ccc([N+](=O)[O-])cc1)Nc1ccccc1N1CCCCC1 ?
D1 ag: 1.8; TRHR PAM: -0.7; D1 PAM: -1.7; D1 antagonist: -23.4; RXFP1 ag: 1.0%; D2 ag: -2.3; D2 potentiator: -3.6; D2 antag: 9.3; RXFP1 antag: 2.4

Results for COc1ccc(CNC(=O)C2CCCN2)cc1OC (stereo not drawn) ?
D1 ag: 2.0; TRHR PAM: 3.0; D1 PAM: 2.5; D1 antagonist: -12.9; RXFP1 ag: 2.9%; D2 ag: -0.2; D2 potentiator: -0.7; D2 antag: 6.4; RXFP1 antag: -11.1

What do the screens show for `Cc1ccc(OCC(=O)NCC(c2ccc(Cl)cc2)N2CCOCC2)cc1C` (stereo not drawn)?
D1 ag: -0.8; TRHR PAM: -8.2; D1 PAM: 0.0; D1 antagonist: -4.3; RXFP1 ag: 3.1%; D2 ag: 1.1; D2 potentiator: 1.6; RXFP1 antag: -15.3

Results for CCCN(c1ccc(C(C)C)cc1)S(=O)(=O)c1c(C)noc1C ?
D1 ag: 1.3; TRHR PAM: 0.7; D1 PAM: -2.0; D1 antagonist: -4.6; RXFP1 ag: -0.8%; D2 ag: -0.6; D2 potentiator: 3.7; D2 antag: -5.5; RXFP1 antag: 0.1

How did CCc1[nH]nc2c1C(C1C=CCCC1)C(C#N)=C(N)O2 (stereo not drawn) do in these assays?
D1 ag: 1.0; TRHR PAM: 3.7; D1 PAM: 3.1; D1 antagonist: 8.1; RXFP1 ag: 2.8%; D2 ag: 0.1; D2 potentiator: -5.7; D2 antag: -10.0; RXFP1 antag: -3.9

What do the screens show for `Clc1ccc(OCCCCN2CCc3ccccc3C2)cc1`?
D1 ag: 0.5; TRHR PAM: 6.1; D1 PAM: -5.1; D1 antagonist: -13.4; RXFP1 ag: -0.5%; D2 ag: -0.1; D2 potentiator: -37.5; D2 antag: 91.0*; RXFP1 antag: -24.6

How did CC(C)Cc1ccc(C(C)C(=O)Nc2ccccc2O)cc1 (stereo not drawn) do in these assays?
D1 ag: 64.9*; TRHR PAM: -6.5; D1 PAM: -16.6; D1 antagonist: -26.4; RXFP1 ag: 1.9%; D2 ag: 23.5; D2 potentiator: -15.3; D2 antag: 0.0; RXFP1 antag: -24.3

Results for O=C(/C=C/c1cccs1)NC(=S)NNC(=O)c1ccccc1O ?
D1 ag: 17.1; TRHR PAM: 7.3; D1 PAM: 1.4; D1 antagonist: 9.4; RXFP1 ag: 0.4%; D2 ag: 10.2; D2 potentiator: -5.2; D2 antag: -1.5; RXFP1 antag: -15.4

How did Cc1c(C(=O)NN2CCOCC2)oc2ccccc12 do in these assays?
D1 ag: 2.4; TRHR PAM: 1.5; D1 PAM: 2.4; D1 antagonist: 5.9; RXFP1 ag: -0.3%; D2 ag: -0.3; D2 potentiator: 1.3; D2 antag: -11.4; RXFP1 antag: -19.9

How did CCOc1ccc2nc(N3C(=O)/C(=C/c4ccc(Cl)cc4)NC3=S)sc2c1 do in these assays?
D1 ag: 4.0; TRHR PAM: -4.6; D1 PAM: -4.7; D1 antagonist: -12.0; RXFP1 ag: 1.6%; D2 ag: 0.7; D2 potentiator: -9.4; D2 antag: -10.7; RXFP1 antag: -5.6

What do the screens show for `Cn1ncc(C(=O)N=S(C)(=O)c2ccccc2)c1[N+](=O)[O-]` (stereo not drawn)?
D1 ag: 0.2; TRHR PAM: -4.4; D1 PAM: -0.6; D1 antagonist: 1.0; RXFP1 ag: -0.2%; D2 ag: 1.0; D2 potentiator: 3.5; D2 antag: -6.9; RXFP1 antag: -3.6

Results for CC(=O)c1cccc(NC(=S)Nc2ccc(F)cc2)c1 ?
D1 ag: 12.2; TRHR PAM: 9.6; D1 PAM: 1.0; D1 antagonist: -3.5; RXFP1 ag: 0.3%; D2 ag: 1.2; D2 potentiator: 5.8; D2 antag: -2.3; RXFP1 antag: 20.9

How did CCCCN(CC)CCCNC(=O)C1c2ccccc2C(=O)N(C)C1c1cn(C)c2ccccc12 (stereo not drawn) do in these assays?
D1 ag: 1.9; TRHR PAM: -10.1; D1 PAM: -3.0; D1 antagonist: -9.3; RXFP1 ag: 2.2%; D2 ag: 6.0; D2 potentiator: 1.3; D2 antag: -12.2; RXFP1 antag: -13.7

How did O=C(CCSc1ccc(Cl)cc1)c1ccco1 do in these assays?
D1 ag: 2.4; TRHR PAM: -2.3; D1 PAM: -6.2; D1 antagonist: -9.3; RXFP1 ag: -3.0%; D2 ag: -1.2; D2 potentiator: -8.0; D2 antag: -22.6; RXFP1 antag: 7.2

Results for N#Cc1ccc(C(=O)OCC(=O)NC(=O)NC2CCCCC2)cc1 ?
D1 ag: 5.6; TRHR PAM: -1.5; D1 PAM: -4.4; D1 antagonist: -11.1; RXFP1 ag: 0.0%; D2 ag: 0.2; D2 potentiator: 4.0; D2 antag: -34.5; RXFP1 antag: -5.9

From PubChem BioAssay
